SENP7 inh: SENP7 protease inhibition; inhibition, % at 5 µM; AID 434973; 1.5% of 330,000 active; recombinant SENP7, Z-RLRGG-aminoluciferin luminescence, 40 min;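 active = inhibition above about 50% at the single test dose, limit read from the data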;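 note: plate controls were DMSO with enzyme for no effect and no enzyme buffer wells for full effect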
SENP1 inh: inhibitors of human SENP1 SUMO protease catalytic domain. Q9P0U3. recombinant SENP1 catalytic domain, CyPet-SUMO1-YPet FRET cleavage. inhibition, % at 10 µM. 0.21% of 360,000 active. AID 624204;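 active = inhibition at least 30% at 10 µM, raw YFP signal under a set limit, fluorescence ratio 0.5 to 1.5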;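 note: 0% = enzyme with DMSO and 100% = no enzyme wells; some results filed as inactive read as strong as hits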
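Controls: no-enzyme wells low, DMSO-plus-enzyme wells high control. Test system: human recombinant His6-tagged SENP1 catalytic domain enzyme. Reagent: SFCypet-SUMO1-SFYpet FRET protein substrate, 25 nM final. Doses: one dose per compound, 10 µM, 0.5% DMSO. Detection: FRET, CFP and YFP emission. Timing: 50 min reaction at room temperature.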
NALP3 yeast inh: NALP3 inhibition in yeast | inhibition, % at 10 µM | 0.39% of 330,000 active | Yeast reconstituted NLRP3/ASC/caspase-1, beta-gal luminescence, 24 h;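 active = inhibition of 50% or more; inactive = inhibition below 50%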;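 note: plate controls were induced DMSO wells for no effect and uninduced yeast grown without galactose for full effect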
PfG6PD inh: PfG6PD (Plasmodium falciparum) enzyme inhibition; PfGluPho enzyme, NADPH resazurin-diaphorase fluorescence; inhibition, % at 20 µM; 0.78% of 350,000 active; AID 504690;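 active = inhibition reaching at least a set limit at 20 µM in the primary screen, cut at about 59% in these data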;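 note: 0% = DMSO wells with substrate and 100% = DMSO wells lacking glucose-6-phosphate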
SENP6 inh: SENP6 protease inhibition | Q9GZR1 | Recombinant SENP6 catalytic domain, aminoluciferin luminescence | inhibition, % at 10 µM | 1.8% of 330,000 active | AID 2599;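 active = inhibition above about 50% at the single tested dose, limit read from the data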;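 note: plate controls were DMSO wells with enzyme for no effect and DMSO wells lacking enzyme for full effect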
Apaf1 inhib: inhibitors of human Apaf-1 apoptosome. reconstituted apoptosome caspase-3 activity, DEVD-Rh110 fluorescence. inhibition, % at 20 µM. O14727. AID 489030. 0.71% of 330,000 active; active = inhibition of at least 40% at 20 µM;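 note: plate controls were DMSO wells for no effect and DEVD-CHO caspase inhibitor wells for full effect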
Target sequence (O14727 whole entry, looked up): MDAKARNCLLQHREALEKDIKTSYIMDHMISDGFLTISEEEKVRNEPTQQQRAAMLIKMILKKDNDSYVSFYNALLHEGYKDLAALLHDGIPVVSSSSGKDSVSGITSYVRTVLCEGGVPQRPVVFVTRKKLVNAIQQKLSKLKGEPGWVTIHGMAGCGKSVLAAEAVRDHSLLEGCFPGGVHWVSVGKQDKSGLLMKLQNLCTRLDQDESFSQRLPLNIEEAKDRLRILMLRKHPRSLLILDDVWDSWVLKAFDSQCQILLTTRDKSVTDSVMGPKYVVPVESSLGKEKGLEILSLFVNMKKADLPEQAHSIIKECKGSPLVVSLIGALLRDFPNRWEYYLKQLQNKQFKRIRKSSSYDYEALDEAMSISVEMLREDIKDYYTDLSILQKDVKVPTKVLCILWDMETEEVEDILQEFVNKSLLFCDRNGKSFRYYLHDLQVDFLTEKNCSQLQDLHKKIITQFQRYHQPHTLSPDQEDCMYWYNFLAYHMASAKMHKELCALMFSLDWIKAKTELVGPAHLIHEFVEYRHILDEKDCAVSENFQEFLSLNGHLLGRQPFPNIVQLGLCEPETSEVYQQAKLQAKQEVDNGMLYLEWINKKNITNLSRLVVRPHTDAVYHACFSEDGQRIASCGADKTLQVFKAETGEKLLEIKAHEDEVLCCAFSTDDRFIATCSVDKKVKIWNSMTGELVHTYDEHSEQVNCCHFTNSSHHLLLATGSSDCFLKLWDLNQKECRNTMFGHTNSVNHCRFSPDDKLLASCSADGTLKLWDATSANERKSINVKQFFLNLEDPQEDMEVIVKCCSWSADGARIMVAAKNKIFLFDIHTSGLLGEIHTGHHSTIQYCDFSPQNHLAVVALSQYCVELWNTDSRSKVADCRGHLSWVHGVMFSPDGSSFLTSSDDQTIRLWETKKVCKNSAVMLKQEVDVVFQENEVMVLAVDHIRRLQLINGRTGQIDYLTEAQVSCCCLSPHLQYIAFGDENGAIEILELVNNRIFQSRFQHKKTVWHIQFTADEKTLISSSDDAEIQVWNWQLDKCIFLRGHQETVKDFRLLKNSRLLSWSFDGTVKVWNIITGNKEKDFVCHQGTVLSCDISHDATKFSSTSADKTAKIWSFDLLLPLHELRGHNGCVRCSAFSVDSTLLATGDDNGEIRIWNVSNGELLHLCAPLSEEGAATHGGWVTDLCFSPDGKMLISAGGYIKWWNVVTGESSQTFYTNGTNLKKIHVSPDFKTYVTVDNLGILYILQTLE
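Medium: Hepes buffer, pH 7.5 / System: biochemical Apaf-1 apoptosome reconstitution / Measured by: Rh110 fluorescence, excitation 480 nm, emission 540 nm / Times: compound with Apaf-1, dATP, procaspase-3 30 min, then 50 min reaction, room temperature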
SENP8 block-1: inhibitors of human SENP8 protease; Q96LD8; recombinant SENP8, Nedd8 substrate fluorescence; inhibition, % at 20 µM; 0.64% of 360,000 active; AID 602440; in the data active = inhibition mostly above about 40%, no sharp cut-off; inactive = mostly below about 27%
HKDC1 inh: HKDC1 (human) hexokinase inhibition. Q2TB90. recombinant HKDC1, G6PDH/diaphorase resazurin coupled fluorescence. inhibition, % at 20 µM. AID 493160. 0.16% of 340,000 active;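 active = inhibition above about 35% when tested at 20 µM, limit read from the data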;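 note: plate controls were DMSO wells with enzyme for no effect and DMSO wells lacking enzyme for full effect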
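Test system: Recombinant HKDC1 (HK5) hexokinase enzyme, produced in-house | Input: HKDC1 at 5 µg/mL | Buffer or medium: Tris pH 8.0 buffer with MgCl2, Tween-20, BSA, BME | Schedule: 90 min reaction incubation at room temperature, dark | Technique: Resazurin-to-resorufin fluorescence via G6PDH and diaphorase coupling, 525/613 nm | Controls: DMSO wells with and without enzyme mix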
SENP8 block-2: SENP8 protease inhibition | 1.2% of 330,000 active | purified SENP8, Z-RLRGG-aminoluciferin cleavage, luminescence | AID 2540 | inhibition, % at 10 µM; in the data active = inhibition above about 50%
Numbers without * were called inactive; / = no result given.

SMILES | SENP7 inh | SENP1 inh | NALP3 yeast inh | PfG6PD inh | SENP6 inh | Apaf1 inhib | SENP8 block-1 | HKDC1 inh | SENP8 block-2
CCOC(=O)N1CCN(S(=O)(=O)c2ccc(C(=O)N(CCCN(C)C)c3nc4cc(OC)ccc4s3)cc2)CC1 | -15 | 0 | 12 | 4 | -7 | 16 | 14 | -1 | -5
CC(C)CCNC(=O)Cn1c(NCCC(C)C)nc2c1c(=O)n(C)c(=O)n2C | 7 | / | 10 | 9 | -3 | 11 | / | -4 | -10
CN(c1ccccc1)c1nc(-n2ccnc2)nc(-n2ccnc2)n1 | -1 | -1 | 22 | -7 | 12 | 5 | 20 | 4 | -2
O=C(Nc1ccccc1)c1ccc2c(c1)OCCO2 | 85* | -1 | 37 | -12 | 93* | -4 | 29 | -7 | 77*
COc1cccc(NC(=O)CCCNC(=O)Cn2cnc3sc(C)c(C)c3c2=O)c1 | 0 | 1 | 9 | -2 | -4 | 1 | 10 | -5 | -12
CC(=O)Nc1c(-c2ccccc2)nc2ncccn12 | -10 | -14 | 16 | -14 | -6 | -5 | -368 | 1 | 9
CC(C)(C)c1ccc(-c2nc(C#N)c(NCCCn3ccnc3)o2)cc1 | 4 | -1 | 12 | 8 | -7 | 25 | -434 | 4 | -11
CC(C)[C@H](NC(=O)c1ccccc1)C(=O)OCC(=O)N1CC(=O)Nc2ccccc21 | -1 | 1 | -3 | -11 | -6 | -6 | 2 | 7 | 4
CCOC(=O)c1ccc(S(=O)(=O)N2CCN(C(=O)C3CSC4(C)CCC(=O)N34)CC2)cc1 (stereo unspecified) | -7 | -1 | 15 | -6 | -7 | 5 | 0 | -2 | -5
COc1ccc(CNCC(=O)Nc2ccccc2-n2cccc2)cc1 | 6 | 2 | 22 | -6 | -1 | 8 | 7 | -1 | -4
CCN(CCCn1c(SCC#N)nc2ccccc2c1=O)c1ccccc1 | 1 | -2 | 17 | -1 | -4 | 18 | 14 | 6 | -1
Nc1ncnc2nc(SCCN3CCCCC3)[nH]c12 | 4 | -1 | 2 | -3 | -9 | -5 | 4 | -7 | -9
COC(=O)c1ccc(Nc2nc(C)nc3c2nnn3Cc2ccccc2)cc1 | -8 | 0 | 14 | 5 | -15 | -7 | -302 | -7 | 11
COc1ccc(CCNC(=O)COC(=O)c2ccc([N+](=O)[O-])o2)cc1 | 22 | 0 | -7 | 19 | 21 | 17 | 35 | -1 | 6
Cc1ccc(CSc2nnc(C)c(=O)[nH]2)cc1 | 4 | 2 | -9 | -25 | -1 | -6 | 12 | -6 | -14
CCCCN(C(=O)c1cccc(C)c1)c1c(N)n(CCC)c(=O)[nH]c1=O | 1 | 0 | 3 | -2 | -21 | 10 | 11 | 4 | -6
CCCCC1=CC2=C(c3ccco3)C(=O)C(C)(OC(=O)c3ccc(OC)cc3)C(=O)C2=CN1CC1CC1 (stereo unspecified) | -4 | -8 | 22 | 35 | 3 | 23 | -100 | 18 | -5
CN(C)c1nc(Cl)nc(N(C#N)CCOc2ccccc2)n1 | -3 | 0 | 19 | -22 | -14 | 7 | -1 | -4 | -7
O=C(C1CCCC1)N1CCCC(Nc2ccccc2)C1 (stereo unspecified) | 3 | 1 | -1 | -4 | 11 | -8 | 8 | -5 | 8
CC(SC1=NCCS1)C(=O)Nc1nnc(-c2ccc(Br)cc2)s1 (stereo unspecified) | 2 | 1 | 17 | -31 | -6 | 0 | -278 | -1 | 8
CC(=O)Nc1ccc(S(=O)(=O)N2CCC(NC(=O)c3ccccc3)CC2)cc1 | -3 | 1 | 16 | 7 | -6 | -11 | 9 | -6 | 10
Cn1c(C(=O)N2CCN(C(=O)c3ccco3)CC2)cc2c(=O)n(C)c3ccccc3c21 | 9 | -1 | 8 | 32 | -1 | 3 | -18 | -4 | -2
CCN(C(=O)CSc1nnc(C)c(=O)[nH]1)c1cccc2ccccc12 | 8 | 2 | 31 | -25 | -2 | 0 | 21 | 3 | 1
COc1ccccc1CNCC(=O)N1CC(=O)Nc2ccccc21 | 2 | -3 | 6 | 2 | -6 | 6 | 8 | -6 | -10
COc1ccc(S(=O)(=O)NCC(=O)NCCc2ccc(OC)c(OC)c2)cc1 | -1 | 0 | 0 | 5 | 16 | -3 | 36 | -5 | 3
C/C(=N/NC(=O)Cc1cccn1C)c1ccccc1 | -10 | 1 | -14 | -10 | -28 | 1 | 2 | 12 | 7
Cc1cc(/C=N/NC(=O)c2ccncc2)c(C)n1-c1ccccc1 | -11 | 1 | -7 | 8 | -1 | 1 | 16 | 0 | -18
CCOc1cc(C(=S)N2CCCCC2)ccc1OCC(=O)NCc1ccccc1 | 3 | 1 | 21 | 8 | -1 | 1 | 22 | 14 | -3
Cc1ccc(NC(=O)C2CCCN(S(=O)(=O)c3cccnc3)C2)c(C)c1 (stereo unspecified) | -4 | 3 | 16 | -10 | 1 | -9 | 15 | -3 | -6
CCOc1ccc(C(=O)Nc2cc(S(=O)(=O)Nc3ccccc3Cl)ccc2N2CCOCC2)cc1 | -3 | 3 | 16 | 6 | -1 | -10 | 4 | 17 | -7
CCOC(=O)C1CCCN(C(=O)CC(c2ccccc2)c2ccccc2)C1 (stereo unspecified) | 5 | 2 | 0 | -11 | -3 | 2 | 12 | -1 | 5
O=C(NCc1ccco1)c1ccc(Cl)c(S(=O)(=O)N2CCCC2)c1 | -6 | -23 | 6 | 19 | 2 | 0 | -12 | 3 | -3
COc1ccc(-c2nc(C#N)c(NCCCN3CCOCC3)o2)cc1 | -1 | -1 | 10 | -6 | 0 | 5 | -369 | 2 | -5
CC(C)C(=O)N[C@@H]1c2ccccc2CC[C@@H]1O | -18 | 1 | / | 7 | / | 12 | 7 | -6 | /
CCOc1ccc(Br)cc1CNCc1cccnc1 | -2 | 0 | 17 | -4 | 14 | -15 | 4 | -5 | 12
CCOc1ccc(NC(=O)Nc2cc(-c3ccccc3)sc2C(=O)OC)cc1 | 5 | 2 | 14 | 5 | -7 | 6 | -34 | -3 | -11

Complete entries, quoted from the list. Order of values: SENP7 inh | SENP1 inh | NALP3 yeast inh | PfG6PD inh | SENP6 inh | Apaf1 inhib | SENP8 block-1 | HKDC1 inh | SENP8 block-2
Listed for CC(C)[C@H](NC(=O)c1ccccc1)C(=O)OCC(=O)N1CC(=O)Nc2ccccc21 → -1 | 1 | -3 | -11 | -6 | -6 | 2 | 7 | 4
Listed for O=C(NCc1ccco1)c1ccc(Cl)c(S(=O)(=O)N2CCCC2)c1 → -6 | -23 | 6 | 19 | 2 | 0 | -12 | 3 | -3
Listed for Cc1ccc(CSc2nnc(C)c(=O)[nH]2)cc1 → 4 | 2 | -9 | -25 | -1 | -6 | 12 | -6 | -14
Listed for CCCCN(C(=O)c1cccc(C)c1)c1c(N)n(CCC)c(=O)[nH]c1=O → 1 | 0 | 3 | -2 | -21 | 10 | 11 | 4 | -6
Listed for COC(=O)c1ccc(Nc2nc(C)nc3c2nnn3Cc2ccccc2)cc1 → -8 | 0 | 14 | 5 | -15 | -7 | -302 | -7 | 11

Continuation.
SMILES | SENP7 inh | SENP1 inh | NALP3 yeast inh | PfG6PD inh | SENP6 inh | Apaf1 inhib | SENP8 block-1 | HKDC1 inh | SENP8 block-2
COc1ccc(C(C)=O)cc1CSc1nc2nc(C)cc(C)n2n1 | 8 | 1 | 7 | 1 | -6 | 4 | 9 | 2 | -4
Cc1ccc2c(c1C)NC(C(=O)O)C1CC=CC21 (stereo unspecified) | 10 | -26 | 20 | -9 | -16 | 26 | -10 | 38* | 12
CC(=O)Nc1ccc(SCC(=O)N(C)C2CCS(=O)(=O)C2)cc1 (stereo unspecified) | 1 | 2 | 4 | -2 | 18 | -4 | 10 | 3 | 2
CC(=O)C1C(c2ccccc2)c2c(n[nH]c2C)CC1(C)O (stereo unspecified) | -14 | 0 | 4 | -6 | -2 | 5 | 17 | 1 | -10
CC1CCN(C(=O)CCNS(=O)(=O)c2ccc3c(c2)c(=O)n(C)c(=O)n3C)CC1 | -3 | 1 | 11 | -8 | -2 | -1 | 11 | 2 | -7
O=C(CSc1cccc2cccnc12)Nc1ccc(S(=O)(=O)N2CCOCC2)cc1 | -7 | 0 | 15 | 9 | -23 | -20 | -423 | -22 | -1
CCOc1ccccc1CN1CCNC(=O)C1CC(=O)NCCC1=CCCCC1 (stereo unspecified) | 3 | -13 | 27 | -4 | 4 | 22 | -20 | 1 | -1
Cc1ccc(OCCCCN2CCCC(C)C2)c([N+](=O)[O-])c1 (stereo unspecified) | -1 | -1 | 1 | 5 | -8 | 4 | 18 | -3 | 0
CCOC(=O)c1ccc(NC(=S)N(CCCN2CCN(CC)CC2)Cc2ccco2)cc1 | -4 | -1 | -6 | -1 | -11 | -5 | 8 | -3 | -7
CC(=O)N1C(=O)N(C(C)=O)C2C1N(C(C)=O)C(=O)N2C(C)=O (stereo unspecified) | 0 | 1 | -5 | -4 | 0 | -18 | 19 | -10 | -5
Cc1c2ccccc2nc2ccccc12 | 0 | -72 | 23 | 19 | 5 | 18 | -431 | 2 | -1
CCS(=O)(=O)N1CCC(C(=O)Oc2ccc(C(=O)OC)cc2)CC1 | -2 | 2 | 6 | -17 | -3 | 1 | 14 | 1 | -2

Only SENP1 inh and SENP7 inh (2 entries from above):
Structure | SENP1 inh | SENP7 inh
Cc1ccc(OCCCCN2CCCC(C)C2)c([N+](=O)[O-])c1 (stereo unspecified) | -1 | -1
CCOC(=O)c1ccc(NC(=S)N(CCCN2CCN(CC)CC2)Cc2ccco2)cc1 | -1 | -4

Next section
SMILES | SENP7 inh | SENP1 inh | NALP3 yeast inh | PfG6PD inh | SENP6 inh | Apaf1 inhib | SENP8 block-1 | HKDC1 inh | SENP8 block-2
Fc1ccccc1CCNc1nnnn1-c1ccccc1 | 9 | 3 | 13 | 12 | -2 | 2 | 21 | -4 | 0
CC(C)COc1ccc(C(=O)N/C(=C\c2cccc([N+](=O)[O-])c2)C(=O)OC(C)C)cc1 | 3 | 1 | 21 | 2 | 1 | 11 | 24 | 2 | 1
CCC1(C)SC(NC(C)=O)=NN1C(C)=O (stereo unspecified) | -5 | -1 | 2 | -4 | 4 | 8 | 10 | -3 | -3
COc1ccc(N(CC(=O)N2CCCC2)S(=O)(=O)c2ccc(NC(C)=O)cc2)cc1 | -8 | 0 | 8 | 5 | -3 | 6 | 3 | -5 | -11
CCC(Oc1ccccc1F)C(=O)NCCCn1ccnc1 (stereo unspecified) | -14 | -1 | 4 | -3 | -19 | 9 | 16 | -6 | -11
Cc1cc(=O)oc2c1c(C)nn2-c1ccc(Cl)cc1 | -3 | -1 | 17 | 18 | -13 | 5 | 4 | -10 | 1
COc1ccc(NC(=O)COC(=O)c2ccc(OC)c(S(=O)(=O)N3CCCC3)c2)cc1OC | 5 | 0 | 6 | 11 | 4 | 2 | 9 | -2 | -7
CCOC(=O)CSc1nc(-c2cccs2)nc2c1c(=O)n(C)c(=O)n2C | -8 | -2 | 4 | 9 | -4 | -4 | -198 | -3 | 15
Clc1cccc(Cl)c1Cn1ccc(C2CC2)n1 | 5 | 1 | -8 | 11 | -8 | 2 | 13 | -5 | -4

Screening results deposited in PubChem BioAssay by Sanford-Burnham Center for Chemical Genomics.

This is a random part of the collection. About 4.1% of those tested had a hit in this group.
